Pf growth 96h – inhibits malaria parasite growth, 96 h; P. falciparum luciferase reporter growth, 96 h; Potency, µM (top dose mostly 28.7 µM), for inactives: at the highest dose activity change, negative = inhibition, most hits filed as inhibitors; hit rate 6.9% among 320,000; note: potency is the fitted concentration of half-maximal effect; % is set by controls: 0 for no effect and ±100 for the full control effect
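P. falciparum expressing integrated firefly luciferase, in erythrocytes at 2% hematocrit, 0.05% parasitemia, incubated with compounds 96 h at 37 C, 5% CO2. Growth inhibition read as loss of luminescence; two-generation exposure targets delayed-death apicoplast inhibitors.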
AmpC no deterg – inhibitors of E. coli AmpC beta-lactamase without detergent; AmpC nitrocefin hydrolysis, absorbance 480 nm, 0.0001% Triton; Potency, µM (series often up to 57.1 µM), for inactives: at the top dose activity change, negative = inhibition, actives largely listed as inhibitors; hit rate 0.52% among 330,000; AID 485341;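 note: potency is the fitted concentration of half-maximal effect; plate controls were no compound for no effect and no enzyme for full effect; nearly all actives have a fitted effect of over 20% in size; some results filed as inactive show a strong effect at the top dose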
Target sequence (P00811 whole entry, looked up): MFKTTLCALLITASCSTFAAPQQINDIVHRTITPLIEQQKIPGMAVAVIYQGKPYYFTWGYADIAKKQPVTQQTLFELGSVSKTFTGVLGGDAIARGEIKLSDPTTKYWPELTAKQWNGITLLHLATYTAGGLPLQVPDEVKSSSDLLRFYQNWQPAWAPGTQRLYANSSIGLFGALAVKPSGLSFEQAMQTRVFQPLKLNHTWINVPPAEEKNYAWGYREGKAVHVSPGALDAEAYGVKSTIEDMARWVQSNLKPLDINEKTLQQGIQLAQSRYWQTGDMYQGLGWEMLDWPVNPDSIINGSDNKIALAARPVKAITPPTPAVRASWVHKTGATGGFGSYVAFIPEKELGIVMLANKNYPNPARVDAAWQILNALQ
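20 mM phosphate pH 7.0 + 0.01% (detergent screen) or 0.0001% Triton X-100; 5.3 nM AmpC reagent; cpd preinc 15 min RT; nitrocefin (800 uM stock) to start; A480 q20 s × 4 min; Activity was normalised to no-enzyme and no-compound control wells.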
Tb PYK inh – T. brucei pyruvate kinase inhibition. Q57TT1. TbPYK enzyme, Kinase-Glo Plus ATP luminescence, 45 min. Potency, µM (highest dose often 76.8 µM), without a hit: at the top dose activity, negative = inhibition, most hits filed as inhibitors. hit rate 0.12% among 410,000. AID 624173; note: potency is the fitted concentration of half-maximal effect; % is set by controls: 0 for no effect and ±100 for the full control effect; nearly all actives have a fitted effect of over 50% in size
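Luminescence from Kinase-Glo Plus, added after a 45-minute room-temperature reaction, served as the end-point read-out. The enzyme and substrate were preincubated with compound before ADP (130 uM final) initiated turnover. Concentration-effect curves came from normalized qHTS data.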
Pf growth 48h – inhibits P. falciparum growth in the first generation, 48 h | Potency, µM (titrated, usually from 28.7 µM), inactives show at the top dose activity change, negative = inhibition, usual class: inhibitors | AID 504832 | P. falciparum luciferase growth in erythrocytes, 48 h | hit rate 5.9% among 310,000; note: potency is the fitted concentration of half-maximal effect; % is set by controls: 0 for no effect and ±100 for the full control effect
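Read-out is firefly luciferase luminescence from an integrated reporter in P. falciparum, so falling signal marks reduced parasite growth. Infected erythrocytes were at 2% hematocrit and 0.1% parasitemia (final) in Albumax-supplemented RPMI 1640.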
LmPK inh – blocks Leishmania mexicana pyruvate kinase activity | purified LmPK, Kinase-Glo ATP luminescence, 1 h | hit rate 0.37% among 290,000 | Potency, µM (series often up to 57.5 µM), without a hit: at the highest dose activity change, negative = inhibition, most hits filed as inhibitors | AID 1721; note: potency is the fitted concentration of half-maximal effect; % is set by controls: 0 for no effect and ±100 for the full control effect
Target sequence (Q27686 whole entry, looked up): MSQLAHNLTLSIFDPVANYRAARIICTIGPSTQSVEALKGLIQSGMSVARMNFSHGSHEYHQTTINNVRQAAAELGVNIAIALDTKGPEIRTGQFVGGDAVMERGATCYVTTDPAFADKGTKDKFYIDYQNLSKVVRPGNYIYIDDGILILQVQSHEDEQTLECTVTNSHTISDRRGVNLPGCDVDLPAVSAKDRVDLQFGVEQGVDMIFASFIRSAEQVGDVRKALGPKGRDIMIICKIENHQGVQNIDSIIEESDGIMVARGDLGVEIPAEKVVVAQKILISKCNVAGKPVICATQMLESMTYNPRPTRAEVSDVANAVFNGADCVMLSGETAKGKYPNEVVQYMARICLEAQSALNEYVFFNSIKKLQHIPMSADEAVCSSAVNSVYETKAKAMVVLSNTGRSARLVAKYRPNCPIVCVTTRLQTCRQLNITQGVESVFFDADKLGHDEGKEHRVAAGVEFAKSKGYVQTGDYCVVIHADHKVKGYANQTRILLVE
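Purified LmPK (0.1 nM) with 0.5 mM PEP and 0.1 mM ADP in imidazole buffer pH 7.2 with MgCl2/KCl, 1 h at room temperature. ATP formed was read by luciferase luminescence and normalized to no-enzyme and uninhibited controls.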
Shiga toxin inh – blocks Shiga toxin action in Vero cells; Vero cells, Shiga toxin protein synthesis inhibition reporter; inhibition, % at 38.7 µM; hit rate 9.2% among 290,000; in the data active = inhibition mostly above about 28%, no sharp cut-off; inactive = mostly below about 43%; note: 0% is about no effect
CHX counter – affects cycloheximide protein synthesis inhibition readout, counter-screen; cell reporter, cycloheximide protein synthesis inhibition counterscreen; max response, %; hit rate 12% among 300,000; AID 2314; in the data active = max response mostly above about 13%, no sharp cut-off; inactive = mostly below about 14%; note: read at 38.3 µM for the half of the compounds with a filed dose; 0% is about no effect
The depositor's hits bear a star; i = inactive; ? = inconclusive; / = not tested or not shown; & = joins results of further samples; [ ] = remark or other dose. Unless noted, calls come from the whole dose curve; as a rule, active = well fitted curve in the direction sought with a large enough effect; inconclusive = small, poorly fitted or top-dose-only effect, or another doubt; inactive = no such curve, though single readings can be large; an effect the other way counts as inactive or inconclusive. Hits appear at their usual frequency (roughly 22% active in at least one column).

SMILES	Pf growth 96h	AmpC no deterg	Tb PYK inh	Pf growth 48h	LmPK inh	Shiga toxin inh	CHX counter
CCNc1nc(Oc2ccc(C(=O)OCC)cc2)nc(SC)n1	5.7%	-7.4%	-14.8%	11.7µM*	7.8%	-18.7	-4.3
O=S(=O)(/C=C/c1ccccc1)NCc1ccccc1Cl	19.2%	-25.6%	-0.7%	1.5%	-0.5%	10.4	2.2
COc1ccc(S(=O)(=O)N2CCN(CC(=O)Nc3ccc(F)c(F)c3)CC2)cc1	?	18.3%	1.1%	-21.4%	2.8%	-2.5	-0.8
CCCCCSc1nc(C)c(CC(=O)O)c(=O)[nH]1	3.9%	-22.4%	0.1%	9.5%	3.1%	-10.3	-3.9
C1CN(c2nc3nonc3n3nnnc23)CCO1	18.5%[5.75 µM]	-11.7%	-3.1%	17.7%	-1.3%	-1.9	-1.2
Cc1cc(C)cc(OCc2nnc(N)s2)c1	19.6%	-12.6%	1.5%	8.7%	3.2%	22.4	0.9
CC(NC(=O)CN(C)S(=O)(=O)c1cccc2nsnc12)c1ccccc1 (centres undefined)	?	-7.7%	0.0%	-7.7%	-3.4%	-10.6	-2.6
Cc1ccc(C(=O)NCCCn2ccnc2)cn1	36.3%[activator]	4.5%	4.2%	/	5.6%	-18.7	-2.1
C/C(=N\NC(=O)CC#N)C1COc2ccccc2O1 (centres undefined)	5.2%	-4.7%	-2.3%	27.0%	-6.8%	13.6	-2.2
Cc1cccc(OCc2nnc(SCC(=O)O)n2Cc2ccccc2)c1	-16.4%[5.75 µM]	-2.5%	-9.1%	0.0%	2.6%	-6.3	-1.6
Cc1ccc(C)c(NS(=O)(=O)c2cc(C(=O)NCc3ccco3)ccc2C)c1	/	-39.1%	-16.5%	-4.5%	7.6%	-6.1	-2.6
COc1cc(Cl)c(C)cc1NC(=O)COc1ccccc1[N+](=O)[O-]	0.0%	-34.8%	-11.8%	26.0%	2.2%	-20.5	-3.7
CCOC(=O)CSc1nnc(NC(=O)NC(C)C)s1	-14.8%	-15.8%	-0.9%	?	2.1%	-12.3	-3.5
FC(F)(F)c1ccc(-c2nc(=S)[nH][nH]2)cc1	21.4%	-26.6%	-23.1%	21.2%	-2.3%	-6.6	-0.7
Fc1ccc(/C=N/c2c(-c3ccc(F)cc3)nc3n2CCS3)cc1	27.8%	-7.4%	-1.9%	6.7%	-0.5%	3.3	1.9
COCC1CCN(Cc2nc(-c3cccs3)no2)C1 (centres undefined)	?	-1.7%	-2.9%	-0.9%	3.0%	17.3	5.7
Cc1ccccc1NC(=S)NNC(=O)c1csc2c1CCC(C)C2 (centres undefined)	/	-46.9%	-1.1%	235.1%[activator]	-6.5%	78.3*	34.5*
COc1ccc(CCn2c(=O)[nH]c3cc(C(=O)N4CCN(c5ccccn5)CC4)ccc3c2=O)cc1OC	?	-16.9%	4.3%	-11.8%	0.4%	-2.4	-1.2
CCc1ccc(N2C(=O)C3NN=C(C(=O)OCc4ccccc4)C3C2=O)cc1 (centres undefined)	-2.5%	-17.2%	-0.6%	19.8%	4.5%	-8.9	-3.7
Cn1c(=O)c2c(nc(Cl)n2CCOc2ccccc2)n(C)c1=O	?	17.5%	3.1%	34.7%	4.9%	-4.3	-1.2
COc1ccc(NC(=O)Cc2coc3cc(C)c(C(C)C)cc23)cc1S(=O)(=O)N1CCOCC1	?	111.7%[activator]	-10.8%	?	-3.0%	-7.1	0.6
Cc1c(C(=O)NC(C)CCc2ccccc2)cccc1[N+](=O)[O-] (centres undefined)	35.6%[activator]	-6.2%	?	?	1.8%	-9.4	-7.6
COC(=O)N/N=C/c1ccc(-c2cccc(Cl)c2)o1	-23.3%	-10.8%	1.9%	22.0%	-1.2%	54.8*	32.6*
Cc1ccc2nc(-c3ccccc3)cc(C(=O)NCC(c3ccco3)N(C)C)c2c1 (centres undefined)	?	23.6%	-2.5%	?	/	/	/
COc1ccccc1NC(=O)N1CCN(c2cc(-c3ccccc3)nc3ncnn23)CC1	5.0%	4.6%	-0.1%	?	3.8%	-7.1	-1.6

The listing continues.
SMILES	Pf growth 96h	AmpC no deterg	Tb PYK inh	Pf growth 48h	LmPK inh	Shiga toxin inh	CHX counter
COc1cc(NC(=O)c2cc(Cl)nnc2Cl)cc(OC)c1OC	?	-27.2%	3.2%	11.7µM*	-0.2%	-1.8	-1.5
COc1ccc(CNC(=O)c2cc3c(C)nc4ccccc4c3o2)c(OC)c1	-16.1%	172.7%[activator]	3.4%	/	8.9%	-12.8	-8.3
Cc1ccc(C)c(/C(O)=C2\C(=O)C(=O)N(CCCn3ccnc3)C2c2cccnc2)c1 (centres undefined)	53.0%[activator]	-17.2%	-2.8%	-12.4%	2.3%	2.3	-1.7
CCN1C(=O)/C(=C\N2CCN(c3ccccc3)CC2)SC1=S	/	-22.5%	0.1%	-24.8%	10.0%	-11.2	-3.7
COc1ccc(CNC(=O)c2ccccc2NC(=O)C2=CSCCO2)c(OC)c1	?	-15.7%	-6.4%	?	-10.7%	-1.7	-2.5
OCCCn1c(-c2ccccc2)nc(=S)c2c1CCCC2	?	-13.8%	-4.1%	?	-4.0%	-1.8	-4.0
Cc1cc(C(=O)COC(=O)c2ccc[nH]c2=O)c(C)n1-c1ccccc1F	89.3%[activator]	-10.4%	0.3%	118.7%[activator]	6.4%	-19.2	0.9
Cc1cc(C)c(-c2cc(C(=O)Nc3cc(C)ccc3C)[nH]n2)c(O)c1	?	-30.9%	3.3%	3.2%[0.00184 µM]	-1.2%	-3.3	-5.7
Cc1ccc(-n2cc(CNCCCn3ccnc3C)c(-c3ccc(F)cc3)n2)cc1	22.7%	144.2%[activator]	-2.3%	2.33µM*	-0.1%	3.8	2.4
CC(C)N(Cc1nccn1C)C(=O)CC1C(=O)NCCN1Cc1ccc(F)cc1 (centres undefined)	13.1µM*	-3.8%	0.0%	15.6%	-8.4%	9.3	-11.2
Cc1cccc(C(=O)Nc2ccc3ccccc3c2)c1	295.8%[activator]	-31.9%	-0.3%	280.4%[activator]	-2.8%	91.6*	52.4*
CC(=O)c1cccc(NC(=O)CO/N=C2/CCCc3nonc32)c1	60.7%[activator]	-4.8%	0.0%	8.2%	6.0%	40.1	9.6
N#Cc1c(Cl)cccc1Oc1ccc(S(=O)(=O)Nc2ccccc2)cc1	?	-24.6%	-17.7%	8.0%	0.1%	18.9	-1.8
O=C1CC(c2ccco2)CC(O)=C1C=NCCO (centres undefined)	-7.0%	-0.3%	-9.4%	73.7%[activator]	0.5%	-46.6	-3.9
CCOC(=O)N1CCN(C(=O)c2ccc3c(c2)N(Cc2ccc(F)cc2)CCS3)CC1	41.7%[activator]	126.3%[activator]	0.1%	?	-0.7%	0.8	1.7
COc1ccc(C2c3c(-c4ccccc4O)n[nH]c3C(=O)N2Cc2ccco2)cc1OC (centres undefined)	-20.0%	-5.5%	0.1%	-42.5%	4.6%	12.2	0.2
Cc1ccc(NC(=S)N/N=C2/CCCCc3ccccc32)cc1	11.7µM*	?	0.5%	?	8.1%	23.2	16.7*
COc1cccc(NC(=O)n2ncc3c(C)cccc32)c1	145.0%	-22.8%	-21.8%	/	-26.8%	53.9*	31.6*
Cc1nc(N2CCN(C(=O)c3ccco3)CC2)c2c3c(sc2n1)CC(C)CC3 (centres undefined)	i	141.7%[activator]	-3.8%	?	6.1%	-6.7	11.2
CCc1cccc(Nc2cnn(C34C[C@@H]5C[C@@H](CC(CC(=O)O)(C5)C3)C4)c(=O)c2Cl)c1	-27.8%	-5.9%	-1.0%	?	-0.9%	-11.9	-3.9
CC(=O)N(CC(=O)O)c1ccccc1	-13.1%	-15.1%	5.6%	-0.5%	-1.7%	-3.7	-3.7
Cc1ccc(S(=O)(=O)N2CCN(C(=O)COC(=O)c3cc(C)oc3C)CC2)cc1	14.6%	-6.1%	-2.2%	-24.5%	5.2%	-6.7	-3.4
O=C(CCCn1c(=O)[nH]c2ccsc2c1=O)NCc1cccs1	43.3%[activator]	27.9%	-1.2%	19.8%	7.4%	-2.5	7.0
Cc1cc(C)n2nc(C(=O)N/N=C/c3ccco3)nc2n1	22.3%	-5.0%	-3.8%	9.3%	-0.7%	-1.1	-1.1
COc1ccc2[nH]c3c(c2c1)CCN1C(=O)N([C@@H](C)C(=O)NCCc2ccc(OC)c(OC)c2)C(=O)[C@]31C	10.4µM*	147.8%[activator]	-5.2%	?	0.8%	-3.6	-2.1

Pulled one by one from the entries so far (5):
SMILES	Pf growth 96h	AmpC no deterg	Tb PYK inh	Pf growth 48h	LmPK inh	Shiga toxin inh	CHX counter
Cc1ccc(S(=O)(=O)N2CCN(C(=O)COC(=O)c3cc(C)oc3C)CC2)cc1	14.6%	-6.1%	-2.2%	-24.5%	5.2%	-6.7	-3.4
O=C(CCCn1c(=O)[nH]c2ccsc2c1=O)NCc1cccs1	43.3%[activator]	27.9%	-1.2%	19.8%	7.4%	-2.5	7.0
CCN1C(=O)/C(=C\N2CCN(c3ccccc3)CC2)SC1=S	/	-22.5%	0.1%	-24.8%	10.0%	-11.2	-3.7
O=C1CC(c2ccco2)CC(O)=C1C=NCCO (centres undefined)	-7.0%	-0.3%	-9.4%	73.7%[activator]	0.5%	-46.6	-3.9
COc1ccc(CNC(=O)c2ccccc2NC(=O)C2=CSCCO2)c(OC)c1	?	-15.7%	-6.4%	?	-10.7%	-1.7	-2.5

Additional results follow.
SMILES	Pf growth 96h	AmpC no deterg	Tb PYK inh	Pf growth 48h	LmPK inh	Shiga toxin inh	CHX counter
COc1c(O)cccc1/C=N/NC(=O)Cn1ccnc1C	-9.4%	-16.5%	0.2%	0.0%	-10.2%	-6.2	1.6
CCN(CC(=O)Nc1c(F)cccc1F)C(=O)c1ccc(N2CCCC2=O)cc1	18.8%	16.6%	1.1%	-28.9%	/	/	/
C=CCNC(=S)N/N=C/c1ccc(-c2cccc([N+](=O)[O-])c2)o1	53.3%[activator]	-38.2%	3.9%	?	6.9%	40.5*	15.9*
O=S(=O)(CCN1CCCCC1)Oc1ccc(Cl)cc1Cl	9.4%	-0.5%	3.5%	-2.3%	1.4%	14.9	-1.2
S=C(NCCc1ccccc1)Nc1ccccc1	?	-30.1%	-2.3%	16.9%	2.4%	57.4*	52.7*
Cc1ccc(Cl)c(NC(=O)CN2CCN(C=O)CC2)c1	23.5%	-22.1%	/	-7.2%	-4.4%	-7.7	5.3
CC(=O)c1ccccc1C(=O)N1CCCC(CCC(=O)N2CCN(c3ccccn3)CC2)C1 (centres undefined)	16.9%	49.0%	-9.4%	-4.7%	-3.2%	0.9	0.2
Cc1cccc(-c2nnn3c2nc(NCCc2ccc(S(N)(=O)=O)cc2)c2ccccc23)c1	?	-30.0%	2.9%&0.3%	?	-2.7%	-0.9	-5.0
CCOC(=O)c1c(NC(=O)CN(C)C)sc(C(=O)N(CC)CC)c1C	?	42.4%	0.9%	?	3.4%	-11.6	-3.5
Cc1cc(Nc2nnnn2-c2ccccc2)n(-c2ccc(Cl)cc2)n1	/	70.7%[activator]	0.5%	4.65µM*	5.0%	-4.8	-1.3

Source: PubChem BioAssay (National Center for Advancing Translational Sciences (NCATS))
